From PubChem
HttQ103 aggreg: qHTS Multiplex Assay to Identify Dual Action Probes in a Cell Model of Huntington: Aggregate Formation (GFP). Potency, µM (doses to about 46.1 µM), without a hit: at the highest dose activity change, negative = inhibition, actives largely listed as inhibitors. PC12 HttQ103-GFP aggregates, Acumen cytometry, 40 h. AID 1688, 2009. hit rate 1.1% among 220,000; also: potency is read from the fitted curve at half-maximal effect; % is scaled to controls: 0 for no effect and ±100 for the full control effect; nearly all actives have a fitted effect of over 60% in size
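Inducible Q103 Huntingtin exon 1–GFP PC12 line, 1500 cells/well in phenol red free DMEM with 5% equine and 5% calf serum. Tebufenozide 100 nM induced expression; compounds titrated; aggregates quantified by cytometry.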
CBFb RUNX1 block: qHTS Assay for Compounds Blocking the Interaction Between CBF-beta and RUNX1 for the Treatment of Acute Myeloid Leukemia; AlphaScreen CBFb-His/RUNX1-biotin binding, biochemical; 230,000 tested, under 10 active; AID 1477, 2009; Runt-related transcription factor 1 (Homo sapiens) + Core-binding factor subunit beta …; Potency, µM (highest dose often 59.8 µM), inactives show top-dose activity, negative = inhibition, hits mostly inhibitors; also: % of control where 0% means no effect
Target sequence (Q01196 whole entry, looked up): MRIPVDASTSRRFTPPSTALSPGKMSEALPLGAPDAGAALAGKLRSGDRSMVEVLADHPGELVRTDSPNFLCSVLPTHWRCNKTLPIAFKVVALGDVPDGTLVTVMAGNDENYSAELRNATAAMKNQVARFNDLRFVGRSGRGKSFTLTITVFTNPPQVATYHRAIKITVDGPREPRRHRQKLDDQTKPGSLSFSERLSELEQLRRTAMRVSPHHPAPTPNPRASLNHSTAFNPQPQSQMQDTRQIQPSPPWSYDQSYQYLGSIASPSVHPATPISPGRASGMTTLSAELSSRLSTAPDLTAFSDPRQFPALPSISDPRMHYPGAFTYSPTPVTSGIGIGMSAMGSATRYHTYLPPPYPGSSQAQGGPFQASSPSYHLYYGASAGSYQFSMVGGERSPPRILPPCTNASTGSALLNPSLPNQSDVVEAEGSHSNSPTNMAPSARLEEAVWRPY
Target sequence (Q13951 whole entry, looked up): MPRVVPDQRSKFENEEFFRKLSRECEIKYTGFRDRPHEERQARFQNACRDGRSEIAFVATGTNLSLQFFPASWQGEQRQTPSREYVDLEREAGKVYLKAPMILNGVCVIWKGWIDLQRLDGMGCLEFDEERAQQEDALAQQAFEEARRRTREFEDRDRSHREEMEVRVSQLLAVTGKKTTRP
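Read-out: AlphaScreen. Format: His-CBF-beta with biotinylated RUNX1 (30 nM each) preincubated 20 min, compound 15 min, Ni-chelate plus streptavidin beads 90 min; room temperature throughout.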
L3MBTL1 block: qHTS Assay for the Inhibitors of L3MBTL1 | Potency, µM (doses to about 57.1 µM), for inactives: top-dose activity, negative = inhibition, most hits filed as inhibitors | hit rate 0.66% among 230,000 | AID 485360, 2010 | AlphaScreen L3MBTL1–H3K9me1 peptide binding; also: potency is read from the fitted curve at half-maximal effect; % is scaled to controls: 0 for no effect and ±100 for the full control effect; nearly all actives have a fitted effect of over 60% in size
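L3MBTL1 50 nM + b-AHA-H3(1-15)K9me1 75 nM, 30 min RT; compound added, 30 min RT; streptavidin donor/Ni-chelate acceptor beads 10 ug/mL each final, 30 min RT dark; AlphaScreen read.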
Epigenetic reg: Quantitative High-Throughput Screen for Regulators of Epigenetic Control | murine LDR cells, GFP reporter derepression, 30 h | hit rate 0.2% among 280,000 | AID 1865, 2009 | Potency, µM (titrated, usually from 53.9 µM), without a hit: at the highest dose GFP activation, hits mostly activators; also: potency is read from the fitted curve at half-maximal effect; % of control where 0% means no effect; nearly all actives have a fitted effect of over 60% in size
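Reporter derepression read as number of fluorescent GFP-positive objects, 20-120 um in size, counted by laser-scanning cytometer. Mouse LDR line with an epigenetically silenced CMV-GFP locus; compound incubation 30 h, 37 C.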
NPSR antag: qHTS Assay for Antagonists of the Neuropeptide S Receptor: cAMP Signal Transduction. Q6W5P4. CHO-NPSR cells, cAMP TR-FRET, antagonist mode. Potency, µM (doses to about 38.3 µM), inactives show at the top dose activity change, negative = inhibition, most hits filed as inhibitors. hit rate 1% among 220,000. AID 1461, 2008; also: potency is read from the fitted curve at half-maximal effect; % is scaled to controls: 0 for no effect and ±100 for the full control effect; nearly all actives have a fitted effect of over 50% in size; many of its hits are not listed in these tables
Target sequence (Q6W5P4 whole entry, looked up): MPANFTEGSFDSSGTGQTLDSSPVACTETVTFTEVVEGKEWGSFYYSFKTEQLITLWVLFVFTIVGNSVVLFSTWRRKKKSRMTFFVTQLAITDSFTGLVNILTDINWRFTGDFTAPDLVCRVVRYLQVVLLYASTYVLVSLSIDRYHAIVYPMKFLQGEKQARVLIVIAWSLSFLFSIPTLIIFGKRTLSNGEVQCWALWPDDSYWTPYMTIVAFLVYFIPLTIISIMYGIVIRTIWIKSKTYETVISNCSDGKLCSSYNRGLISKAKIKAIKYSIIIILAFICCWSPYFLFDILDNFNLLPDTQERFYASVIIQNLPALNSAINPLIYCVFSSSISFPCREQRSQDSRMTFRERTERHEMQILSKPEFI
IMPase Li inh: qHTS Assay for Identifying the Cell-Membrane Permeable IMPase Inhibitors: Potentiation with Lithium; CHO-M1 cells, IP1 TR-FRET (IP-One), carbachol + lithium; hit rate 0.35% among 210,000; Potency, µM (top dose mostly 59.4 µM), without a hit: top-dose activity, negative = IMPase inhibition, actives largely listed as inhibitors;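 also: IP1 builds up when IMPase is blocked and the TR-FRET signal falls; potency is read from the fitted curve at half-maximal effect; plate controls were basal vehicle for no effect and high inhibitor control for full effect; nearly all actives have a fitted effect of over 50% in size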
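Steps: plate 2000 CHO-M1 cells per well and culture 16–30 h; add compound and lithium; incubate 30 min, 37C; add d2-IP1 tracer and Eu cryptate anti-IP1 antibody in lysis buffer; read after 10 min at room temperature.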
Luc counter: Counterscreen for Luciferase (Kinase-Glo TM) Inhibition; Potency, µM (series often up to 38.3 µM), for inactives: at the top dose activity change, negative = inhibition, usual class: inhibitors; hit rate 0.28% among 200,000; Kinase-Glo luciferase, ATP luminescence, 8 min; also: potency is read from the fitted curve at half-maximal effect; % is scaled to controls: 0 for no effect and ±100 for the full control effect; nearly all actives have a fitted effect of over 60% in size
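Compounds were added to a substrate mix at pH 7.2 (50 mM imidazole, 10 uM ATP, within the enzyme's linear range), followed by Kinase-Glo detection reagent; luminescence was measured after 8 minutes at ambient temperature.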
An asterisk follows results filed as active; ? = inconclusive; nt = no result given; [ ] = dose if it differs, or a comment. Calls follow the shape of the dose curve; as a rule, active = well fitted curve in the direction sought with a large enough effect; inconclusive = small, poorly fitted or top-dose-only effect, or another doubt; inactive = no such curve, though single readings can be large; an effect the other way counts as inactive or inconclusive.

Compound	HttQ103 aggreg	CBFb RUNX1 block	L3MBTL1 block	Epigenetic reg	NPSR antag	IMPase Li inh	Luc counter
Cc1ccc(CN(C(=O)c2ccco2)C(C(=O)NC2CCCC2)c2ccc(N3CCOCC3)cc2)cc1 (stereo unspecified)	15%	-4%	-2%	-2.0%	-14%[46.1 µM]	9%	2%
Cc1c(C(=O)N2CCOCC2)oc2ccc(S(=O)(=O)N3CCCC3)cc12	-14%	-2%	-11%	-1.0%	-18%[46.1 µM]	1%	0%
COc1ccc(NC(=O)CN2C(=O)CC(C)(C)S(=O)(=O)c3ccccc32)cc1	11%	0%	-3%	0.7%	5%[46.1 µM]	-9%[38.3 µM]	1%
O=C(COc1ccccc1)Nc1ccc(S(=O)(=O)NCc2ccco2)cc1	-6%	-4%	-11%	-0.1%	-11%[46.1 µM]	-9%[38.3 µM]	0%
CC(=O)O[C@H](CC(=O)O)C[N+](C)(C)C	nt	15%[21.7 µM]	8%	1.1%	nt	3%	-2%
O=C(NC1CCCCCCC1)c1ccc(S(=O)(=O)N2CCCC2)cc1	-23%	8%	1%	-0.9%	4%[46.1 µM]	13%[38.3 µM]	12%
CN(C)[C@@H](CO)c1nnc([C@H](Cc2ccc(O)cc2)NC(=O)C2CCNCC2)o1	7%[9.22 µM]	13%	4%	?	-19%	-7%	nt
CCOC(=O)N1CCN(C(=O)CSCc2ccc(Cl)cc2)CC1	20%	11%	-5%	5.7%	-1%[46.1 µM]	1%[38.3 µM]	-9%
Cc1ccc(C(=O)Nc2c(-c3cccs3)c(=O)c3ccccc3n2C)cc1	9%	-4%	nt	0.1%	0%[46.1 µM]	12%[38.3 µM]	21%
Cc1ccc(C2CC(c3cccc(Br)c3)Nc3nnnn32)cc1 (stereo unspecified)	?	-2%	?	-4.5%	-14%[46.1 µM]	23%	1%
Cc1nc2ccccn2c1C(=O)/C=C/c1ccc(F)cc1	?	10%	0%	0.7%	-20%[46.1 µM]	34%[activator][38.3 µM]	-4%
CC1CC(C)CN(S(=O)(=O)c2ccc(C(=O)N(c3ccccn3)C3CCCCC3)cc2)C1 (stereo unspecified)	?	0%	nt	2.9%	-40%	17%	0%
CC(C)=CCN1CCN(Cc2cccnc2)CC1CCO (stereo unspecified)	-1%[9.22 µM]	2%	1%	1.7%	16%	8%	3%
Cc1c(C(=O)Nc2ccc(F)cc2)oc2ccc(S(=O)(=O)N3CCCC3)cc12	3%	-2%[2.36 µM]	-1%	7.6%	11%	17%	0%
Cn1c(=O)c2c(ncn2Cc2cccc(Cl)c2)n(C)c1=O	?	0%	35%[activator]	1.3%	8%[46.1 µM]	-2%[38.3 µM]	-6%
CSCCC(NC(N)=O)C(=O)NCc1ccc(Cl)cc1 (stereo unspecified)	3%	-1%	nt	0.0%	20%[46.1 µM]	21%[38.3 µM]	-1%
CC(C(=O)N(C1CC1)C1(C(=O)Nc2ccccc2)CCCC1)N1C(=O)c2ccccc2C1=O (stereo unspecified)	15%	-3%	-9%	-0.4%	-29%[46.1 µM]	-9%[38.3 µM]	3%
O=C(c1ccccc1)c1ccc2nc(-c3ccc(NC(=O)c4ccccc4Br)cc3)[nH]c2c1	-1%	-16%	26%	-0.2%	?	6%[38.3 µM]	-2%
O=C(Nc1ccon1)C(Sc1ccccc1)c1ccccc1 (stereo unspecified)	8%	1%	1%	5.2%	-14%[46.1 µM]	-1%[38.3 µM]	1%
COc1ccc(C(=O)N(c2ccccc2)C2C=CS(=O)(=O)C2)cc1 (stereo unspecified)	13%	12%	-6%	-2.3%	2%[46.1 µM]	3%[38.3 µM]	3%
COCc1cc(C)nc(OCC(=O)N/N=C/c2cccc(OC)c2)c1C#N	13%	2%	6%	0.0%	-15%[46.1 µM]	8%[38.3 µM]	-2%
Cc1[nH]c2ccccc2c1C(=O)CSc1nncn1C	17%	-5%	1%	1.0%	-9%[46.1 µM]	-3%	1%
COc1ccc(C(=O)C2CCCN(C(=O)Cn3nc(C)cc3C)C2)cc1F (stereo unspecified)	-25%[9.22 µM]	9%	-7%	-0.1%	-2%	nt	nt
COc1cc(/C=C/C(=O)OCC(=O)c2c(N)n(C)c(=O)n(C)c2=O)ccc1O	9%	-1%	10%	1.1%	5%	-1%	2%
CC1CN(C2CCN(C(=O)c3ccccc3)CC2)CC(C)O1 (stereo unspecified)	10%	-6%	nt	0.9%	-5%[46.1 µM]	29%[38.3 µM]	3%
Cc1[nH]n2c(=O)cc(Cc3ccccc3)nc2c1C#N	-12%	19%	3%	0.0%	-7%[46.1 µM]	5%	-2%
COc1cc(OC)c(C2SCCN2S(=O)(=O)c2ccc(F)cc2)cc1OC (stereo unspecified)	-4%	8%	0%	-2.0%	-9%[46.1 µM]	28%[38.3 µM]	0%
Cc1cc(=O)n2[nH]c(-c3sccc3-n3c(C)ccc3C)cc2n1	-1%	?	nt	0.0%	?	-8%	-3%
COC(=O)C1C(=O)c2c([nH]c(C(=O)OCC3CCCO3)c2C)CC1C (stereo unspecified)	-23%	3%	2%	0.0%	13µM*	25%[38.3 µM]	3%
CC(/C=C/c1ccc(Cl)o1)=C\C(=O)O	12%	-4%	?	-2.3%	-7%[46.1 µM]	5%[38.3 µM]	-9%

Compound profiles, from the list above. Order of values: HttQ103 aggreg	CBFb RUNX1 block	L3MBTL1 block	Epigenetic reg	NPSR antag	IMPase Li inh	Luc counter
`CSCCC(NC(N)=O)C(=O)NCc1ccc(Cl)cc1` (stereo unspecified) is listed with 3%	-1%	nt	0.0%	20%[46.1 µM]	21%[38.3 µM]	-1%
`COC(=O)C1C(=O)c2c([nH]c(C(=O)OCC3CCCO3)c2C)CC1C` (stereo unspecified) is listed with -23%	3%	2%	0.0%	13µM*	25%[38.3 µM]	3%

New compounds follow
Compound	HttQ103 aggreg	CBFb RUNX1 block	L3MBTL1 block	Epigenetic reg	NPSR antag	IMPase Li inh	Luc counter
CCOC(=O)c1cnn(-c2ccccc2)c1-c1ccccc1	-8%	15%	nt	2.1%	-18%[46.1 µM]	32%[38.3 µM]	-2%
O=C(Cn1c2[n+](c3ccc(C(F)(F)F)cc31)CCCCC2)c1ccc2c(c1)OCCO2	-11%	9%	-5%	-0.2%	3%	12%	0%
Cc1ccc(S(=O)(=O)N2CCN(C(=O)CCC(=O)N3CCc4ccccc43)CC2)cc1	-13%	-2%	1%	-1.5%	-13%[46.1 µM]	-11%[38.3 µM]	-2%
CNC(=S)NNC(=O)c1cccc(C(F)(F)F)c1	8%	11%	4%	0.1%	-7%[46.1 µM]	-2%	0%
CC(=O)Nc1ccc(C(=O)NNC(=O)c2cccs2)cc1	7%	0%	4%	-1.1%	13%	4%	-1%
CCOC(=O)CC(=O)NC(CC(=O)OC)c1ccc(C(C)C)cc1 (stereo unspecified)	21%	-10%	12%	2.5%	2%	1%	-2%
COC(=O)C1CCN(C(=O)c2cc(=O)[nH]c3ccccc23)CC1	15%	4%	-1%	0.0%	29%	3%	-1%
CCC1=NN(C(=O)Cc2ccc([N+](=O)[O-])cc2)C(O)(C(F)(F)F)C1 (stereo unspecified)	20%[9.22 µM]	15%	-3%	0.1%	8%	nt	nt
O=C(Nc1ccc2c(c1)OCO2)c1noc2c1CCCCC2	-9%	8%	0%	-1.2%	-8%[46.1 µM]	15%[38.3 µM]	-14%
Cc1ccccc1C(=O)NC(=S)NCc1cccnc1	7%[9.22 µM]	1%	-8%	0.0%	-1%	0%	-2%
O=C(NNC1CC(=O)N(c2ccc(F)cc2)C1=O)c1cccnc1 (stereo unspecified)	-9%[9.22 µM]	5%	nt	1.1%	14%	nt	nt
COc1cccc(C2c3[nH]c4ccccc4c3CCN2Cc2cccc(C)n2)c1 (stereo unspecified)	-28%	-15%	-29%	-0.5%	?	20%	7%
CN1C(=O)/C(=C/c2ccc(C(=O)NC3CCCC3)cc2)Oc2ccccc21	18%[9.22 µM]	9%	2%	-2.0%	-34%	-28%	2%
Cc1ccc2c(CSc3nc4ccccc4c(=O)n3CCCO)cc(=O)oc2c1C	-29%[9.22 µM]	-12%	30%[activator]	0.6%	?	11%[38.3 µM]	-1%
CCC(=O)Nc1cccc(NC(=O)c2ccccc2Cl)c1	-17%	1%	nt	1.4%	18%	-4%	-2%

Filtered by structure: the entries above containing a COOH group (2)
Compound	HttQ103 aggreg	CBFb RUNX1 block	L3MBTL1 block	Epigenetic reg	NPSR antag	IMPase Li inh	Luc counter
CC(=O)O[C@H](CC(=O)O)C[N+](C)(C)C	nt	15%[21.7 µM]	8%	1.1%	nt	3%	-2%
CC(/C=C/c1ccc(Cl)o1)=C\C(=O)O	12%	-4%	?	-2.3%	-7%[46.1 µM]	5%[38.3 µM]	-9%

(more compounds)
Compound	HttQ103 aggreg	CBFb RUNX1 block	L3MBTL1 block	Epigenetic reg	NPSR antag	IMPase Li inh	Luc counter
Cc1ccc(NC(=O)c2ccc(C#CC3(O)CCCCC3)cc2)cc1C	-2%	9%	7%	-1.1%	-5%[46.1 µM]	12%	-2%
Cc1cc(C)nc(NC(=NCCc2c[nH]c3ccccc23)NC(=O)Nc2ccccc2)n1	-3%	-6%	-13%	1.0%	-41%	7%	0%
O=C(Nc1nccs1)C1CCCN(S(=O)(=O)c2cccc3cccnc23)C1 (stereo unspecified)	-13%	-1%	nt	-1.7%	-17%[46.1 µM]	5%[38.3 µM]	-4%
Cc1ccc(C(=O)O/N=C(\N)c2ccccc2)c(Cl)c1	1%[9.22 µM]	27%	nt	-1.0%	-6%	nt	nt
CCC[C@@H]1O[C@@H]2C[C@@H]3[C@H]4CCC5=CC(=O)C=C[C@@]5(C)[C@H]4[C@H](O)C[C@@]3(C)[C@@]2(C(=O)CO)O1	-3%	-7%[21.7 µM]	nt	-0.3%[16.9 µM]	nt	8%	-4%[17.1 µM]
COc1ccccc1C(c1nnnn1C1CCCC1)N1CCN2CCCC2C1 (stereo unspecified)	-5%	4%	3%	-0.2%	-10%[46.1 µM]	18%[38.3 µM]	1%
CCNC(=O)C1Cc2ccccc2CN1S(=O)(=O)c1ccc(F)cc1 (stereo unspecified)	-4%[9.22 µM]	2%	nt	-3.9%	2%	nt	nt
O=C(O)C1CC(O)CN1c1nc(Cl)ccc1[N+](=O)[O-] (stereo unspecified)	1%	0%	3%	1.1%	17%	4%	-1%
CCn1cnc2c1c(=O)n(CC(=O)NCC(F)(F)F)c(=O)n2Cc1ccccc1	20%	1%	1%	-0.4%	7%	1%	-1%

Not all compounds are listed, so the mix of outcomes need not match the whole.
